TrxR1 inh = inhibitors of rat thioredoxin reductase 1 | O89049 | recombinant rTrxR1, NADPH fluorescence consumption, selenite substrate | Potency, µM (top dose mostly 114 µM), for inactives: at the highest dose activity change, negative = inhibition, hits mostly inhibitors | 390,000 compounds, 1% hits | AID 588453; note: potency is the fitted concentration of half-maximal effect; % is set by controls: 0 for no effect and ±100 for the full control effect; nearly all actives have a fitted effect of over 65% in size
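Rat TrxR1 (90 nM in the dispensed reagent) was pre-reduced with 400 uM NADPH for 5 min at room temperature, then incubated with compound for 15 min. After 400 uM selenite was added, NADPH fluorescence (Ex 340/Em 450 nm) was followed for 8 min.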
D2 antag = antagonizes the human D2 dopamine receptor; 340,000 compounds, 2% hits; inhibition, % at 10 µM; P14416; HEK293 TREx D2 cells, calcium flux, dopamine EC80; in the data active = inhibition above about 30%; note: 0% is about no effect
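Inhibition of EC80 dopamine-driven calcium flux, recorded kinetically, defines activity here; cells are a tetracycline-induced HEK293 T-REx line expressing force-coupled D2.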
IDH1 R132H inh = human IDH1 R132H inhibition; Potency, µM (series often up to 76.6 µM), inactives show at the top dose activity change, negative = inhibition, most hits filed as inhibitors; 390,000 compounds, 0.093% hits; AID 602179; IDH1-R132H enzyme, NADPH consumption, diaphorase/resazurin fluorescence; O75874; note: potency is the fitted concentration of half-maximal effect; % is set by controls: 0 for no effect and ±100 for the full control effect; nearly all actives have a fitted effect of over 65% in size
Target sequence (O75874 whole entry R132H, stated change not applied): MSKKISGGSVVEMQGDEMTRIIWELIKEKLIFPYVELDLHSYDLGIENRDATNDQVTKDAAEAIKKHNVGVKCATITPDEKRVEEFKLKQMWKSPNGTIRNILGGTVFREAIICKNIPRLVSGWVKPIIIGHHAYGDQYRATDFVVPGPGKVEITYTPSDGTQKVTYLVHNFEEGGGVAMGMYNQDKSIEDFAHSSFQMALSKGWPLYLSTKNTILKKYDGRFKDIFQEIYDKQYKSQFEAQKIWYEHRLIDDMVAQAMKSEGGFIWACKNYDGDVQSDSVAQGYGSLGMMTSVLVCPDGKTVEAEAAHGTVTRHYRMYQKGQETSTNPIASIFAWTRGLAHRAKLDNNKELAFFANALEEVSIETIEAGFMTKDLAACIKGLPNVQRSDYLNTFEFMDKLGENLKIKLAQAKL
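IDH1-R132H (0.5 ug/mL dispensed) in pH 7.5 Tris buffer was preincubated 30 min with compound, then given a substrate mix of 0.016 mM NADPH and 2 mM alpha-KG for 80 min at room temperature; remaining NADPH was read by diaphorase/resazurin fluorescence.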
D2 ag = activates the human D2 dopamine receptor | P14416 | HEK293 T-REx D2 cells, calcium flux agonist mode | activation, % at 2 µM | 340,000 compounds, 0.53% hits | AID 485358;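 active = activation over 3 SD above normal in the single-dose calcium agonist read, cut at about 30% in these data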; note: 0% is about no effect
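Agonism is scored from calcium flux in a force-coupled, inducible HEK293 cell line expressing D2, read kinetically for 180 s after compound addition against dopamine controls.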
TrxR1 substrate = is turned over as a substrate by rat TrxR1; O89049; purified TrxR1 substrate turnover, NADPH consumption readout; Potency, µM (doses to about 114 µM), without a hit: at the highest dose activity change, negative = substrate turnover; 390,000 compounds, 0.01% hits; AID 588456; note: potency is the fitted concentration of half-maximal effect; % is set by controls: 0 for no effect and ±100 for the full control effect; nearly all actives have a fitted effect of over 50% in size
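Rat TrxR1, dispensed at 90 nM, was prereduced with 400 uM NADPH (final) for 5 min at ~22 deg C, then incubated with compound 15 min before 400 uM selenite. A first-read NADPH fluorescence drop versus no-compound background flagged substrates.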
USP1 inh = inhibitors of human USP1/UAF1 deubiquitinase. recombinant USP1/UAF1, Ub-Rhodamine cleavage fluorescence. Potency, µM (titrated, usually from 57.1 µM), inactives show at the top dose activity change, negative = inhibition, hits mostly inhibitors. 390,000 compounds, 0.23% hits. AID 743255; note: potency is the fitted concentration of half-maximal effect; % is set by controls: 0 for no effect and ±100 for the full control effect; nearly all actives have a fitted effect of over 60% in size; inactives centre near -12
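USP1/UAF1 complex (1 nM) preincubated 15 min at room temperature with compound, then Ub-Rho substrate (150 nM final) added. Kinetic fluorescence at 480/540 nm over 6 reads at 60 s intervals; 50 mM HEPES pH 7.8, 0.5 mM EDTA, 0.1 mg/ml BSA, 1 mM TCEP, 0.01% Tween-20.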
TRHR ag = TRH receptor (human) agonism; TRHR cells, calcium flux fluo-8, FDSS agonist mode; activation, % at 2 µM; 360,000 compounds, 0.18% hits; AID 493084; in the data active = activation above about 30%; note: 0% is about no effect
Target sequence (P34981 whole entry, looked up): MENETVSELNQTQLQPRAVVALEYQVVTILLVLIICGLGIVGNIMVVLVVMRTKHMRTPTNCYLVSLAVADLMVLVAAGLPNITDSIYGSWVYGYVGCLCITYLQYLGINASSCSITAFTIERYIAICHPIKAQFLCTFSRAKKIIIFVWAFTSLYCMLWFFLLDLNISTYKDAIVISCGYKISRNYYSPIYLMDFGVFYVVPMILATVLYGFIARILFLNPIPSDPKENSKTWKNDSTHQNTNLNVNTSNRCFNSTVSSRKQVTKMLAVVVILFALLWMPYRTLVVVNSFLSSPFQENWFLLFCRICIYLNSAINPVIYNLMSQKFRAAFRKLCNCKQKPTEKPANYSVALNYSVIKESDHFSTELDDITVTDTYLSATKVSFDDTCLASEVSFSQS
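Read-out: compound-evoked intracellular calcium rise in TRHR cells, fluo-8 dye, kinetic FDSS fluorescence at 1 s/cycle following a 10-cycle baseline. Cells cultured overnight before dye loading (30 min–1.5 h, RT).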
TRHR PAM = allosteric enhancers of human TRH receptor; P34981; enhancement, % at 2 µM; AID 493056; TRHR cells, fluo-8 calcium fluorescence, EC20 TRH enhancement; 360,000 compounds, 0.66% hits; in the data active = enhancement above about 30%; note: 0% is about no effect
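TRHR-expressing cells loaded with fluo-8 calcium dye were read kinetically (ex 480/em 530) during compound addition, then stimulated with an EC20 of TRH (10 nM final). Enhancement of the Gq-mediated intracellular calcium response was scored.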
Pin1 inhibitor = inhibitors of human Pin1 | Q13526 | AID 504891 | 390,000 compounds, 0.009% hits | Pin1 FP peptide displacement, HiFluor488, 10 min | Potency, µM (titrated, usually from 115 µM), inactives show at the top dose activity, negative = inhibition, most hits filed as inhibitors; active = well fitted inhibition curve with a large enough effect in the polarisation, with a control signal flat, not every such curve was filed as active; inconclusive = small, poorly fitted or top-dose-only effect, or effect the other way, or a change in a side signal; inactive = no such curve, though single readings can be large or run the other way; the % refers to the polarisation; note: potency is the fitted concentration of half-maximal effect; % is set by controls: 0 for no effect and ±100 for the full control effect
Target sequence (Q13526 whole entry, looked up): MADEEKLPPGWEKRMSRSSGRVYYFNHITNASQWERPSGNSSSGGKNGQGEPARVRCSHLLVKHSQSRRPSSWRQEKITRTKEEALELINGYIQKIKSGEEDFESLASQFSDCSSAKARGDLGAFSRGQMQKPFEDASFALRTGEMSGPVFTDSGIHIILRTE
An asterisk follows results filed as active; [ ] = dose if it differs, or a comment. Unless noted, calls come from the whole dose curve; as a rule, active = well fitted inhibition curve with a large enough effect; inconclusive = small, poorly fitted or top-dose-only effect; inactive = no such curve, though single readings can be large or run the other way. An excerpt. The share of hits here may be higher or lower than overall.

Results for Cc1nn(C)c(C)c1S(=O)(=O)N(CC(=O)NCCCOC(C)C)c1ccc(C(C)C)cc1 ?
TrxR1 inh: 28%; D2 antag: -8; IDH1 R132H inh: 5%; D2 ag: -0.3; TrxR1 substrate: 3%; USP1 inh: -17%; TRHR ag: 0.0; TRHR PAM: 2; Pin1 inhibitor: -4%

Results for CN(Cc1cccnc1)C(=O)c1cc(COc2ccc3ncccc3c2)on1 ?
TrxR1 inh: 18%[57.1 µM]; D2 antag: -3; IDH1 R132H inh: 0%; D2 ag: -0.2; TrxR1 substrate: 6%; USP1 inh: -4%; TRHR ag: 1.1; TRHR PAM: -1; Pin1 inhibitor: -3%

What do the screens show for `CC(C)C[C@H](NC(=O)OC(C)(C)C)C(=O)N/N=C/c1ccc2nccnc2c1`?
TrxR1 inh: -7%[57.1 µM]; D2 antag: 1; IDH1 R132H inh: 5%; D2 ag: 2.6; TrxR1 substrate: -3%[57.1 µM]; USP1 inh: -14%; TRHR ag: 0.2; TRHR PAM: 53*; Pin1 inhibitor: 7%

How did Cc1c(C(=O)Nc2ccc(C(F)(F)F)cc2)sc2ncn(CC(=O)N3CCN(c4ccccn4)CC3)c(=O)c12 do in these assays?
TrxR1 inh: 13%; D2 antag: -3; IDH1 R132H inh: -13%; D2 ag: 0.4; TrxR1 substrate: 3%; USP1 inh: -28%; TRHR ag: 0.7; TRHR PAM: 2; Pin1 inhibitor: 2%

How did COc1cc2c(cc1OC)CN(C(=O)c1ccc(S(=O)(=O)N3CCCC3)cc1)CC2 do in these assays?
TrxR1 inh: 12%; D2 antag: 6; IDH1 R132H inh: 4%; D2 ag: -0.6; TrxR1 substrate: 1%; USP1 inh: -19%; TRHR ag: -0.2; TRHR PAM: -2; Pin1 inhibitor: -8%

Results for CCOc1ccc(CN2CCN(c3cc(C)nc4c5c(C)cc(C)nc5nn34)CC2)cc1 ?
D2 antag: -8; D2 ag: 0.3; TRHR ag: -0.8; TRHR PAM: 4

What do the screens show for `COc1ccc(NC(=O)CSc2nnc(CN3CCOCC3)n2-c2ccccc2)cc1Cl`?
TrxR1 inh: -13%; D2 antag: 14; IDH1 R132H inh: 1%; D2 ag: -0.2; TrxR1 substrate: -5%; USP1 inh: -8%; TRHR ag: 0.2; TRHR PAM: -3; Pin1 inhibitor: -8%

What do the screens show for `O=C(Cn1ncc2c3ccccc3n(Cc3ccc(Cl)cc3)c2c1=O)NCCCc1ccccc1`?
TrxR1 inh: 15%; IDH1 R132H inh: -13%; D2 ag: -0.7; TrxR1 substrate: 4%; USP1 inh: -37%; TRHR ag: 1.6; TRHR PAM: 9; Pin1 inhibitor: inconclusive

How did O=C(NC1CCN(C(=S)NCCc2ccccc2)CC1)C1CCCCC1 do in these assays?
TrxR1 inh: 22%; D2 antag: 6; IDH1 R132H inh: 4%; D2 ag: -0.2; TrxR1 substrate: 6%; USP1 inh: -19%; TRHR ag: -0.9; TRHR PAM: -4; Pin1 inhibitor: 0%

How did O=C(OCC(=O)N1CCc2ccccc21)c1ccc([N+](=O)[O-])cc1 do in these assays?
TrxR1 inh: -16%; D2 antag: -14; IDH1 R132H inh: -1%; D2 ag: -0.9; TrxR1 substrate: -7%; USP1 inh: -5%; TRHR ag: -0.4; TRHR PAM: 13; Pin1 inhibitor: -3%

How did CNC(=O)C(Sc1nc(C)nc2c1oc1ccccc12)C(C)=O (stereo unspecified) do in these assays?
TrxR1 inh: -3%; D2 antag: 4; IDH1 R132H inh: 5%; D2 ag: 0.0; TrxR1 substrate: -2%; USP1 inh: -10%; TRHR ag: -0.5; TRHR PAM: 5; Pin1 inhibitor: inconclusive

Results for Cc1ccc(C2N(c3nccs3)C(=O)C3CCCN32)cc1 (stereo unspecified) ?
TrxR1 inh: 1%; IDH1 R132H inh: -3%; TrxR1 substrate: -2%; USP1 inh: -17%; TRHR ag: 2.7; TRHR PAM: -4; Pin1 inhibitor: 1%

What do the screens show for `N#Cc1ccsc1NC(=O)CN1CCN(S(=O)(=O)c2cc(Cl)ccc2Cl)CC1`?
TrxR1 inh: 5%; D2 antag: -26; IDH1 R132H inh: 5%; D2 ag: 3.4; TrxR1 substrate: 2%; USP1 inh: -19%; TRHR ag: 0.5; TRHR PAM: 5; Pin1 inhibitor: inconclusive

How did CCC(O)C1CCN(C(=O)c2cc(COc3ccc4ncccc4c3)on2)CC1 (stereo unspecified) do in these assays?
TrxR1 inh: 13%; D2 antag: 2; IDH1 R132H inh: 4%; D2 ag: -0.5; TrxR1 substrate: 2%; USP1 inh: -18%; TRHR ag: 0.5; TRHR PAM: 4; Pin1 inhibitor: -2%

What do the screens show for `COc1ccc(Nc2ccc(OC)cc2)cc1`?
TrxR1 inh: 12%; D2 antag: -3; IDH1 R132H inh: 10%; D2 ag: -0.5; TrxR1 substrate: 0%; USP1 inh: -20%; TRHR ag: 1.0; TRHR PAM: -2; Pin1 inhibitor: 0%

Results for CN(C)c1ccc(-c2noc(C3CCN(S(=O)(=O)c4ccc(C(=O)O)cc4)CC3)n2)cc1 ?
TrxR1 inh: inconclusive; IDH1 R132H inh: -2%; TrxR1 substrate: 1%; USP1 inh: -17%; Pin1 inhibitor: -6%

What do the screens show for `Cc1ccc(NC(=O)CSc2nccn2C)cc1F`?
TrxR1 inh: 19%; D2 antag: 0; IDH1 R132H inh: 0%; D2 ag: 0.9; TrxR1 substrate: 4%; USP1 inh: -5%; TRHR ag: -2.7; TRHR PAM: 23; Pin1 inhibitor: 3%

How did Cc1cccc(C)c1NC(=O)CSc1nnc(-c2ccccc2)n1Cc1ccc2c(c1)OCO2 do in these assays?
TrxR1 inh: 25%; D2 antag: 7; IDH1 R132H inh: 1%; D2 ag: 0.2; TrxR1 substrate: 5%; USP1 inh: -21%; TRHR ag: -0.8; TRHR PAM: 13; Pin1 inhibitor: inconclusive

What do the screens show for `CCN(CC)S(=O)(=O)c1ccc(N2CCOCC2)c(NC(=O)CCC2CCCCC2)c1`?
TrxR1 inh: -9%; D2 antag: -2; IDH1 R132H inh: -2%; D2 ag: -1.2; TrxR1 substrate: -16%; USP1 inh: -10%; TRHR ag: -1.7; TRHR PAM: 2; Pin1 inhibitor: 6%

How did CN(Cc1ccccc1)C(=O)COC(=O)c1ccc(Cl)c(N)c1 do in these assays?
TrxR1 inh: 2%; D2 antag: -14; IDH1 R132H inh: 0%; D2 ag: -1.4; TrxR1 substrate: -6%; USP1 inh: 1%; TRHR ag: -2.9; TRHR PAM: 1; Pin1 inhibitor: 0%

How did CCOc1ccc(CNCc2c(C(=O)O)n(Cc3ccccc3C)c3cc(OC)ccc23)cc1OC do in these assays?
TrxR1 inh: 13%; IDH1 R132H inh: -17%; D2 ag: 0.0; TrxR1 substrate: 2%; USP1 inh: -20%; TRHR ag: -2.3; TRHR PAM: 4; Pin1 inhibitor: 50%[activator]

What do the screens show for `CCOC(=O)c1cc(-c2ccccc2)n(CCC(=O)NCCc2ccc(OC)c(OC)c2)c1C`?
TrxR1 inh: 21%[57.1 µM]; IDH1 R132H inh: -2%; D2 ag: 0.4; TrxR1 substrate: 5%[57.1 µM]; USP1 inh: -3%; TRHR ag: -0.8; TRHR PAM: -2; Pin1 inhibitor: 0%

Results for NC(=O)CSc1nc2cccnc2n1-c1ccc(F)cc1 ?
TrxR1 inh: 11%[57.1 µM]; D2 antag: 0; IDH1 R132H inh: 1%; D2 ag: -1.7; TrxR1 substrate: 6%[57.1 µM]; USP1 inh: 8%; TRHR ag: -2.9; TRHR PAM: 9; Pin1 inhibitor: 0%

How did COc1ccccc1OCC(=O)Nc1ccccc1C(=O)N1CCCCC1 do in these assays?
TrxR1 inh: 13%; D2 antag: 4; IDH1 R132H inh: -9%; D2 ag: -2.9; TrxR1 substrate: 1%; USP1 inh: 4%; TRHR ag: 0.0; TRHR PAM: -2; Pin1 inhibitor: -2%

What do the screens show for `CCOC(=O)c1sc(NC(=O)c2ccc(S(=O)(=O)N(C)C)cc2)cc1C`?
TrxR1 inh: -9%; D2 antag: -4; IDH1 R132H inh: -4%; D2 ag: 0.2; TrxR1 substrate: -7%; USP1 inh: -24%; TRHR ag: 1.4; TRHR PAM: 11; Pin1 inhibitor: 6%

How did NC(=O)c1c(NC(=O)CCCn2cnc([N+](=O)[O-])n2)sc2c1CCCC2 do in these assays?
TrxR1 inh: -17%; D2 antag: 9; IDH1 R132H inh: 5%; D2 ag: 2.8; TrxR1 substrate: -2%; USP1 inh: -14%; TRHR ag: -0.4; TRHR PAM: -2; Pin1 inhibitor: 1%

Results for CCNC(=S)N/N=C/c1ccc(C(=O)O)cc1 ?
TrxR1 inh: 13%[57.1 µM]; D2 antag: 9; IDH1 R132H inh: 1%; D2 ag: -5.8; TrxR1 substrate: -16%; USP1 inh: -6%; TRHR ag: 0.2; TRHR PAM: 7; Pin1 inhibitor: -2%

Results for COc1ccc(OC)c(C(c2nnnn2CCC(C)C)N2CCN(C(=O)c3ccco3)CC2)c1 (stereo unspecified) ?
TrxR1 inh: inconclusive; D2 antag: -11; IDH1 R132H inh: -4%; D2 ag: 0.7; TrxR1 substrate: 2%; USP1 inh: -3%; TRHR ag: -1.1; TRHR PAM: 9; Pin1 inhibitor: inconclusive

How did COc1ccc(Cl)cc1NC(=O)CNCc1cccs1 do in these assays?
TrxR1 inh: 8%; D2 antag: -24; IDH1 R132H inh: 8%; D2 ag: -1.6; TrxR1 substrate: -1%; USP1 inh: -13%; TRHR ag: -1.9; TRHR PAM: 3; Pin1 inhibitor: -13%

From PubChem BioAssay
